# Source: PubChem (Broad Institute)
# miR-122 sensor: miR-122 Renilla sensor signal increase in Huh7, primary screen, miR-122 inhibitor project, cell-based, single point, plate reader. AID 602342, 2012. activation (reporter increase), % at 12.5 µM. Huh7 miR-122 Renilla luciferase sensor, 48 h; neutral wells = 0, positive control = 100. hit rate 0.3% among 340,000;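 active = mean replicate activation score at least 90 and every replicate individually at or above 90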;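 note: higher luciferase means less miR-122 activity so hits act as miR-122 inhibitors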
# Cneo AK release: Cryptococcus neoformans cell lysis inducers, primary screen, AK release luminescence, single concentration; C. neoformans lysis, adenylate kinase release luminescence, 4 h; normalised: neutral wells 0, clomiphene wells 100; lysis activity, % at 15 µM; hit rate 0.2% among 360,000;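 active = mean lysis activity across replicates of at least 80%, whatever share of replicates individually reach that level; inactive = mean lysis activity below 80%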
#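 Assay system: C. neoformans cells. Amount: yeast cell density of 5 × 10^6 cells/mL. Technique: AK luminescence. Buffer or medium: YPD. Times: static 4 h at 37 °C with compound, 1 h detection. Dosing: single-point compound dose. Read-out: lysis from increased AK signal.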
# PGC1a acetyl inh: inhibitors of PGC1a acetylation signal, primary screen, cell-based, U2OS, AlphaScreen, inhibitor mode | AlphaScreen anti-acetyl-lysine; with virally co-expressed GCN5 acetyltransferase | inhibition, % at 15.6 µM | hit rate 0.17% among 350,000 | AID 651687, 2012;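 active = every replicate shows inhibition of at least 40%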;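 note: 0% = neutral control wells and 100% = positive control wells; some results beyond the cut were filed as inactive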
# The depositor's hits bear a star. This is a subset. The share of hits here may be higher or lower than overall.
nr | Molecule | miR-122 sensor | Cneo AK release | PGC1a acetyl inh
1 | C#CCOCCOCCOCCNc1nc(N2CCN(C(=O)C([C@@H](C)O)n3cc([C@@H](N)CCCCN)nn3)CC2)nc(N2CCN(C(=O)[C@H](CCCN=C(N)N)n3cc(C(N)[C@@H](C)CC)nn3)CC2)n1 (stereo partly drawn) | 1 | -1 | -3
2 | Cc1ccc(NC(=O)C2CC(c3ccc(F)cc3)=NO2)cc1 (stereo not drawn) | -6 | 0 | -2
3 | Cc1ccc(C)c(N2CCN(c3nnnn3-c3ccccc3)CC2)c1 | 6 | 4 | 29
4 | CCC(C)(C)n1nnnc1C(c1ccc(OC)c(OC)c1)N1CCN(c2ccccc2)CC1 (stereo not drawn) | 0 | 5 | -7
5 | CCOC(=O)Cn1nnnc1C(CC)N(Cc1cccs1)Cc1cc2ccc(OC)cc2[nH]c1=O (stereo not drawn) | 0 | 3 | -4
6 | Cc1ccccc1-n1nc(C)c2cc(C(=O)N3CCN(S(=O)(=O)c4ccc(Cl)cc4)CC3)sc21 | 6 | 4 | 4
7 | Fc1ccccc1-n1[nH]nnc1=S | 3 | 0 | 10
8 | COc1ccc(/C=C2\SC(=S)N(NC(=O)c3csc4c3CCCC4)C2=O)cc1 | 2 | 2 | 14
9 | COc1ccc2cc3cc(C(=O)N4CCCCCC4)oc3nc2c1 | 3 | -11 | -1
10 | CC(Nc1cc(=O)n(C)c(=O)[nH]1)c1ccccc1 (stereo not drawn) | -6 | 0 | 0
11 | O=c1n(-c2ccccc2)c(=O)n(Cc2ccccn2)n1Cc1ccccn1 | -9 | 1 | 7
12 | CCOC(=O)CSc1nc(N)cc(=O)[nH]1 | -3 | 1 | -9
13 | COc1ccc(S(=O)(=O)NCC(c2cccnc2)N2CCN(c3ccc(F)cc3)CC2)cc1C (stereo not drawn) | 3 | 0 | -5
14 | Cc1ccc2occ(/C=N/O)c(=O)c2c1 | 1 | -5 | -15
15 | N#CC(C(=O)NCCc1ccccc1)c1nc2ccccc2nc1N1CCOCC1 (stereo not drawn) | 1 | 10 | 1
16 | CCOc1ccc(CNC(=O)C2CC(=O)N(C3CCCC3)C2)cc1OC (stereo not drawn) | 0 | 3 | -25
17 | O=C1CC(c2ccccc2)CC(O)=C1C=NCc1ccc(Cl)c(Cl)c1 (stereo not drawn) | 0 | 1 | 3
18 | O=C(c1ccccc1)N1CCN(c2ncnc3c2cnn3-c2ccccc2)CC1 | 2 | -1 | 3
19 | CCOc1ccc(CCNC(=O)CCn2cccc2)cc1OCC | -8 | -1 | -11
20 | O=S(=O)(c1cccs1)N1CCN(C/C=C/c2ccccc2)CC1 | -6 | 1 | -7
21 | O=C(Nn1cnnc1)c1csc2ccccc12 | -11 | 0 | 4
22 | COc1cc(C(C(=O)NC(C)(C)C)N(C(=O)CNC(=O)c2cccs2)c2ccc(C(C)C)cc2)cc(OC)c1OC (stereo not drawn) | 1 | -1 | -17
23 | C=CCNC(=O)CN(c1ccc(F)cc1)S(=O)(=O)c1ccc(OC)cc1 | -5 | -1 | -7
24 | O=C(c1cccc(Cl)c1)N1CCN(C(=O)c2ccccc2F)CC1 | -4 | -1 | 14
25 | CCCC12CN(C(=O)c3ccc(OC)cc3)CC(C)(CN(C(=O)c3ccc(OC)cc3)C1)C2=O | 2 | 1 | -5

# (more compounds)
nr | Molecule | miR-122 sensor | Cneo AK release | PGC1a acetyl inh
26 | O=c1[nH]c2cc3c(cc2cc1CN(Cc1nnnn1C1CCCC1)C1CCCC1)OCCO3 | 21 | 2 | -11
27 | COc1ccc(Cl)cc1NC(=O)CCn1cnc2ccccc2c1=O | 8 | 0 | -3
28 | COc1ccc(OC)c(S(=O)(=O)N2CCC(C(=O)NCc3ccccc3OC)CC2)c1 | -4 | 3 | -21
29 | N#CC1=C(N)SC(N)=C(C#N)C1c1c(Cl)cccc1Cl | 4 | -3 | -5
30 | CCOC(=O)N1CCN(CC(O)COC2CC(C)CC(C)(C)C2)CC1 (stereo not drawn) | 3 | -2 | 39
31 | Cn1cccc1CC(=O)N/N=C\c1cccs1 | 3 | 0 | 4
32 | C=CCn1c(N)cc(=O)nc1SCC(=O)NC(C)c1ccccc1 (stereo not drawn) | -4 | -5 | -2
33 | COc1ccc(C)cc1S(=O)(=O)NC1CCCCC1C (stereo not drawn) | 133* | 1 | -1
34 | CCCCCOC(=O)CC(C(=O)OCCCCC)N1CCCCC1 (stereo not drawn) | 2 | 0 | 6
35 | CC1=C(OC(=O)c2ccccc2)C(C)(C)C(c2ccc(Br)cc2)OC1=O (stereo not drawn) | 1 | -1 | 12
36 | O=C(Nc1ccc(-c2nc3ccccc3[nH]2)cc1)c1ccco1 | -4 | -9 | -3
37 | CC(C)(C)c1ccc(C(=O)CSc2n[nH]c(=O)[nH]c2=O)cc1 | -9 | 2 | -2
38 | N#Cc1ccc2ccn(CC(=O)N3CCCc4ccccc43)c2c1 | 2 | -1 | -6
39 | COc1ccc(C2C(C(C)=O)=C(O)C(=O)N2c2ccc(Br)cn2)cc1 (stereo not drawn) | -1 | 7 | -17
40 | Cc1cc(C(=O)CN2C(=O)c3ccccc3S2(=O)=O)c(C)n1-c1ccccc1 | -3 | -3 | 6
41 | CCOC(=O)c1sc2ccccc2c1OC(=O)c1ccccc1 | -4 | 0 | 10
42 | O=C(CSC1=NCCN1)NC12CC3CC(CC(C3)C1)C2 | 3 | 3 | -48
43 | O=C1C=C(c2cccc(Cl)c2)C[C@@H](c2ccc(F)cc2)C1 | -2 | -2 | 1
44 | CC(=O)NCCC(Cc1ccccc1)c1ccco1 (stereo not drawn) | -6 | 1 | 2
45 | CCCn1c2ccccc2c2nnc(SCC(=O)Nc3ncccn3)nc21 | 6 | -2 | 4
46 | O=c1oc2cc(Br)ccc2n1CSC1=NCCS1 | 8 | -2 | 5
47 | COc1ccc(OC)c(C2=Nn3c(nnc3-c3cccc(OC(C)C)c3)SC2)c1 | 2 | 0 | 17
48 | Cc1cc(C)n2nc(SCC(=O)N(C)c3ccccc3)nc2n1 | 2 | -1 | -9
49 | COc1cccc(NC(=O)C2C3CC4OC(=O)C2C4C3)c1 (stereo not drawn) | -2 | 2 | 0
50 | COC1=CC(=O)C(O)=C(CCCCCCC/C=C/CCCCCCCC2=C(O)C(=O)C=C(OC)C2=O)C1=O | 6 | -8 | 4

# Following part.
nr | Molecule | miR-122 sensor | Cneo AK release | PGC1a acetyl inh
51 | c1ccc2c(c1)Cn1c-2nc2ccccc21 | -6 | 0 | 1
52 | CCOC(=O)c1ccc(N/C=C2/CCCC(C)C2=O)cc1 (stereo not drawn) | -2 | 3 | -7
53 | Cn1c(=O)c2c(nc(CN3CCN(c4cccc(Cl)c4)CC3)n2CCc2ccccc2)n(C)c1=O | 3 | 0 | -3
54 | CCN(CC)C(=O)c1sc(NC(=O)c2ccoc2C)c(C(=O)OC)c1C | 2 | 2 | -9
55 | C=COC(=O)CSc1snc(SCC(=O)OC)c1C#N | -1 | 2 | -3
56 | CCOc1ccc(NC(=O)c2ccc(OC)cc2)cc1 | -4 | 2 | 2
57 | CC(NC(=O)C1CC2CCCC(C1)C2=O)c1ccccc1 (stereo not drawn) | -3 | 5 | 2
58 | CSc1nc2ccccc2cc1/C=C(\C#N)c1ccc(Cl)cc1Cl | -2 | -1 | -9
59 | C#CCOCCOCCOCCNc1nc(N2CCN(C(=O)[C@H]([C@@H](C)CC)n3cc([C@@H](N)CO)nn3)CC2)nc(N2CCN(C(=O)[C@H]([C@@H](C)CC)n3cc([C@@H](N)CC(C)C)nn3)CC2)n1 | -3 | 7 | 12
60 | Cc1cc(NC(=O)NC(=O)c2ccc(F)cc2F)n[nH]1 | -2 | -16 | 5
61 | O=S(=O)(CCc1nc2ccccc2o1)c1ccc(Cl)cc1 | 14 | -6 | 10
62 | Cc1cc(C)n(-c2ccc(C(=O)Nc3sccc3C(N)=O)cc2)n1 | 9 | -1 | -6
63 | O=[N+]([O-])c1cccc(-c2nc(-c3ccncc3)no2)c1 | -4 | -2 | -4
64 | CCOC(=O)c1nn(-c2ccccc2)c(-c2ccccc2)c1C(=O)c1ccccc1 | -6 | -3 | 1
65 | CC(C)=CCc1c(O)ccc(C(=O)Cc2ccccc2)c1O | 10 | 0 | -7
66 | F[B-](F)(F)c1cc2cc(Br)ccc2s1 | 1 | 2 | 13
67 | Cc1noc(NS(=O)(=O)c2ccc(N/C=C/C(=O)c3ccccc3)cc2)c1C | 0 | 7 | 12
68 | O=[N+]([O-])c1ccc(OC/C=C2\Oc3ccc([N+](=O)[O-])cc3C2N2CCOCC2)cc1 (stereo not drawn) | -17 | 1 | -6
69 | C/C(=N/NS(=O)(=O)c1ccc(Cl)cc1)c1cccc(O)c1 | 3 | 7 | -8
70 | COC(=O)C1(Cc2ccccc2)NC(c2ccccc2C)C2C(=O)N(c3ccc4c(c3)OCO4)C(=O)C21 (stereo not drawn) | 6 | -2 | -2
71 | O=C(c1sc2ccccc2c1Cl)N1CCN(c2ccc(F)cc2)CC1 | -11 | -3 | -10
72 | CCCCC1=CC2=CC(=O)C(C)(OC(=O)CC)C(=O)C2=CN1Cc1ccco1 (stereo not drawn) | -3 | -5 | 3
73 | CCc1nnc(NC(=O)C(=O)NCCOC(=O)c2ccccc2Cl)s1 | 4 | 0 | -4
74 | O=C(CSc1ccccc1)N1CCc2ccccc21 | 0 | -6 | -1
75 | Fc1cnc(N2CCOCC2)nc1N1CCc2ccccc21 | 0 | -1 | -10

# Following part
nr | Molecule | miR-122 sensor | Cneo AK release | PGC1a acetyl inh
76 | O=C(c1ccc(CN2CCc3ccccc3C2)cc1)N1CCc2ccccc2C1 | -2 | 0 | -2
77 | O=C(CCc1nc(-c2ccccc2F)no1)NC1CCCCCC1 | -2 | 1 | -23
78 | CCOC(=O)N1CCN(C(=O)C2CC(=O)N(Cc3ccc(OC)cc3)C2)CC1 (stereo not drawn) | 2 | 4 | -8
79 | Cc1ccc(-c2noc(CCC(=O)NC3CCN(Cc4ccccc4)CC3)n2)cc1 | -8 | 3 | -1
80 | C#CCOCCOCCOCCNc1nc(N2CCN(C(=O)[C@H](CCCCN)n3cc([C@@H](N)C(C)CC)nn3)CC2)nc(N2CCN(C(=O)[C@H](Cc3ccc(O)cc3)n3cc([C@@H](N)C(C)CC)nn3)CC2)n1 (stereo partly drawn) | 1 | 1 | 7
81 | O=C(C1CCCCC1)N1CCN(S(=O)(=O)c2ccc(Br)cc2)CC1 | -1 | 0 | 18
82 | CC(C)Oc1ccc(C(=O)CCN2CCCCC2)cc1 | -4 | 6 | -2
83 | CCN1CCN(C(c2cc(OC)c(OC)c(OC)c2)c2nnnn2C(C)C)CC1 (stereo not drawn) | 0 | 1 | -4

# As a working copy, 18 of the compounds above:
nr | Molecule | miR-122 sensor | Cneo AK release | PGC1a acetyl inh
63 | O=[N+]([O-])c1cccc(-c2nc(-c3ccncc3)no2)c1 | -4 | -2 | -4
64 | CCOC(=O)c1nn(-c2ccccc2)c(-c2ccccc2)c1C(=O)c1ccccc1 | -6 | -3 | 1
65 | CC(C)=CCc1c(O)ccc(C(=O)Cc2ccccc2)c1O | 10 | 0 | -7
66 | F[B-](F)(F)c1cc2cc(Br)ccc2s1 | 1 | 2 | 13
67 | Cc1noc(NS(=O)(=O)c2ccc(N/C=C/C(=O)c3ccccc3)cc2)c1C | 0 | 7 | 12
68 | O=[N+]([O-])c1ccc(OC/C=C2\Oc3ccc([N+](=O)[O-])cc3C2N2CCOCC2)cc1 (stereo not drawn) | -17 | 1 | -6
69 | C/C(=N/NS(=O)(=O)c1ccc(Cl)cc1)c1cccc(O)c1 | 3 | 7 | -8
70 | COC(=O)C1(Cc2ccccc2)NC(c2ccccc2C)C2C(=O)N(c3ccc4c(c3)OCO4)C(=O)C21 (stereo not drawn) | 6 | -2 | -2
71 | O=C(c1sc2ccccc2c1Cl)N1CCN(c2ccc(F)cc2)CC1 | -11 | -3 | -10
72 | CCCCC1=CC2=CC(=O)C(C)(OC(=O)CC)C(=O)C2=CN1Cc1ccco1 (stereo not drawn) | -3 | -5 | 3
73 | CCc1nnc(NC(=O)C(=O)NCCOC(=O)c2ccccc2Cl)s1 | 4 | 0 | -4
74 | O=C(CSc1ccccc1)N1CCc2ccccc21 | 0 | -6 | -1
75 | Fc1cnc(N2CCOCC2)nc1N1CCc2ccccc21 | 0 | -1 | -10
76 | O=C(c1ccc(CN2CCc3ccccc3C2)cc1)N1CCc2ccccc2C1 | -2 | 0 | -2
77 | O=C(CCc1nc(-c2ccccc2F)no1)NC1CCCCCC1 | -2 | 1 | -23
78 | CCOC(=O)N1CCN(C(=O)C2CC(=O)N(Cc3ccc(OC)cc3)C2)CC1 (stereo not drawn) | 2 | 4 | -8
79 | Cc1ccc(-c2noc(CCC(=O)NC3CCN(Cc4ccccc4)CC3)n2)cc1 | -8 | 3 | -1
80 | C#CCOCCOCCOCCNc1nc(N2CCN(C(=O)[C@H](CCCCN)n3cc([C@@H](N)C(C)CC)nn3)CC2)nc(N2CCN(C(=O)[C@H](Cc3ccc(O)cc3)n3cc([C@@H](N)C(C)CC)nn3)CC2)n1 (stereo partly drawn) | 1 | 1 | 7
